Bioassay records from PubChem.
PKM2 activator: PKM2 (human) enzyme activation; Potency, µM (highest dose often 57.5 µM), without a hit: at the highest dose activation, usual class: activators; purified PKM2, Kinase-Glo ATP luminescence, activation; response scale: 0% is enzyme alone, no compound; P14618; 0.34% of 260,000 active; also: potency is read from the fitted curve at half-maximal effect; % is scaled to controls: 0 for no effect and ±100 for the full control effect; nearly all actives have a fitted effect of over 55% in size
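Purified hPK-M2 (>95%) run at intermediate activity with 0.1 mM ADP and 0.5 mM PEP in 50 mM imidazole pH 7.2, KCl, MgCl2; 1 h room temperature. ATP formed read by Kinase-Glo luminescence; normalized to uninhibited and no-enzyme controls.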
hERG WT inh: blocks the wildtype human KCNH2 potassium channel. Q12809. U2OS, BacMam KCNH2, thallium flux FluxOr; active compounds read low. activity change, % at 1.84 µM. 0.37% of 340,000 active;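 active = maximum activity change below -70%; inconclusive = maximum activity change between -70% and -50%; inactive = maximum activity change above -50%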; also: % is scaled to controls: 0 for no effect and ±100 for the full control effect
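U2OS cells transduced with wild-type KCNH2 virus are loaded with FluxOr dye for 45 min, and thallium flux is measured in kinetic reads before and after stimulation buffer. Rate constants are normalized to DMSO controls.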
Mito fusion yeast: inhibitors of mitochondrial division or activators of mitochondrial fusion | S. cerevisiae fusion-defective mutant growth rescue, CellTiterGlo 48 h | Potency, µM (titrated, usually from 46.1 µM), without a hit: at the top dose growth rescue (activation), actives largely listed as activators | 0.23% of 320,000 active;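 also: potency is read from the fitted curve at half-maximal effect; % of control where 0% means no effect; nearly all actives have a fitted effect of over 45% in size; temperature-sensitive fusion mutants such as fzo1-1 at 37 °C on non-fermentable ethanol glycerol medium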
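Yeast fusion mutant, YPEG (non-fermentable carbon), compound, 48 h at 37C non-permissive; CellTiterGlo added, 10 min RT, luminescence read. Rescued growth = division inhibition.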
TSHR antag: human thyrotropin receptor antagonism. P16473. TSHR-expressing cells, TSH-stimulated cAMP HTRF, 2 h; active compounds read low. activity change, negative = inhibition, % at 11.5 µM. 0.2% of 330,000 active. AID 504810;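 active = activity change below a set negative limit, meaning inhibition stronger than a set level, cut at about -70% in these data; inconclusive = activity change between two set negative limits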; also: % is scaled to controls: 0 for no effect and ±100 for the full control effect
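Competitive HTRF cAMP read-out (cryptate anti-cAMP antibody, cAMP-d2; 30 min, room temperature) in freshly harvested TSHR cells. Compounds added before TSH at EC80 (4nM final), followed by 2 hours' incubation at 37 deg C.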
MBNL1-CUG inh: MBNL1-poly(CUG) RNA binding inhibition. TR-FRET MBNL1-His/biotin-(CUG)12 binding, 665/545 ratio. 0.036% of 280,000 active. Potency, µM (titrated, usually from 57.5 µM), inactives show top-dose activity change, negative = inhibition, most hits filed as inhibitors. AID 2675; active = well fitted inhibition curve with a large enough effect in the signal ratio, with a control signal flat, not every such curve was filed as active; inconclusive = small, poorly fitted or top-dose-only effect, or effect the other way, or a change in a side signal; inactive = no such curve, though single readings can be large or run the other way; the % refers to the signal ratio; also: potency is read from the fitted curve at half-maximal effect; % is scaled to controls: 0 for no effect and ±100 for the full control effect
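TR-FRET readout: Ex 340 nm, 665/545 nm emission ratio, normalized to buffer-only (basal) and MBNL1-(CUG)12 controls. Complex of MBNL1-His with Biotin-(CUG)12, compounds 92 nM–58 uM, incubated 60 min at room temperature.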
GALK inhibitor: blocks human galactokinase activity; Purified GALK, Kinase-Glo residual ATP luminescence; Potency, µM (doses to about 57.5 µM), for the others: at the top dose activity change, negative = inhibition, hits mostly inhibitors; 0.007% of 270,000 active; also: potency is read from the fitted curve at half-maximal effect; % is scaled to controls: 0 for no effect and ±100 for the full control effect
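ATP-depletion format; final 35 uM ATP, 100 uM D-galactose, 5 nM enzyme; pH 8.0 HEPES/Mg2+ buffer; 60 min RT; luminescence read 10 min after detection reagent.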
Eya2 inh: Eya2 (human) phosphatase inhibition | O00167 | recombinant Eya2, OMFP fluorescence dephosphorylation (OMFP is methylfluorescein phosphate) | Potency, µM (doses to about 76.9 µM), inactives show at the top dose activity, negative = inhibition, most hits filed as inhibitors | 0.006% of 330,000 active | AID 488837; also: potency is read from the fitted curve at half-maximal effect; % is scaled to controls: 0 for no effect and ±100 for the full control effect
Target sequence (O00167 whole entry, looked up): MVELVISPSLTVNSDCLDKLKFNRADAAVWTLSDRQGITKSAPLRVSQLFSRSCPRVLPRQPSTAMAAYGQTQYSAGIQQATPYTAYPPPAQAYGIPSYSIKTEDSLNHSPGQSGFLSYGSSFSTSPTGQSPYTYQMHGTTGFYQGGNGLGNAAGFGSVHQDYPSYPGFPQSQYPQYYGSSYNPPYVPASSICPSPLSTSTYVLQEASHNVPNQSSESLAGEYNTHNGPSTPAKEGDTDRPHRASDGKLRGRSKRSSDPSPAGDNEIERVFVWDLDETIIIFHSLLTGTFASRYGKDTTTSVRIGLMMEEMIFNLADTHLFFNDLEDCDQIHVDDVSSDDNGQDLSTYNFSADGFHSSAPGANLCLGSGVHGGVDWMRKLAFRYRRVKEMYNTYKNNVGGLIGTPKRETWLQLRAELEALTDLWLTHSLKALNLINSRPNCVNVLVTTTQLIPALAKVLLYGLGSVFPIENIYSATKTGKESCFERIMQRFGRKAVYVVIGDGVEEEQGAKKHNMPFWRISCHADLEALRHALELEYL
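Eya2 protein (added as 0.2 uM solution) was preincubated with compound for 10 min at ambient temperature in 50 mM HEPES pH 7.5, 50 mM NaCl, 5 uM MgCl2, 0.05% BSA, 1 mM DTT. OMFP (added at 50 uM) then reacted 10 min; fluorescence read at 485/525 nm.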
Menin MLL FP TR: displaces Texas Red mutant MLL peptide from human menin | O00255 | Menin + Texas Red MLL mutant peptide, fluorescence polarization | Potency, µM (doses to about 61.6 µM), inactives show at the highest dose FP activity change, negative = inhibition, usual class: inhibitors | 0.23% of 270,000 active | AID 1768; active = well fitted inhibition curve with a large enough effect in the polarisation, with a control signal flat, not every such curve was filed as active; inconclusive = small, poorly fitted or top-dose-only effect, or effect the other way, or a change in a side signal; inactive = no such curve, though single readings can be large or run the other way; the % refers to the polarisation; also: potency is read from the fitted curve at half-maximal effect; % of control where 0% means no effect; many of its hits are not listed in these tables
S-ASM inh: blocks human secretory acid sphingomyelinase | Potency, µM (top dose mostly 57.5 µM), inactives show at the highest dose activity change, negative = inhibition, hits mostly inhibitors | placental ASM, HMU-PC fluorogenic substrate, 60 min | P17405 | AID 504937 | 0.006% of 340,000 active; also: potency is read from the fitted curve at half-maximal effect
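Steps: dispense placental human ASM, pin compound, wait 10 min at room temperature, add HMU-PC0 substrate at 9 uM final, incubate 60 min at 37 °C, add stop solution raising pH to 10, read fluorescence.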
USP2a inh: inhibitors of human ubiquitin-specific protease USP2a; O75604; USP2 core, Ub-CHOP2 coupled fluorogenic reporter, 485/531; Potency, µM (doses to about 38.3 µM), for inactives: top-dose activity change, negative = inhibition, actives largely listed as inhibitors; 0.01% of 330,000 active; AID 463254;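 also: potency is read from the fitted curve at half-maximal effect; plate controls were DMSO wells for no effect and full inhibition by NEM control for full effect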
Target sequence (O75604 whole entry, looked up): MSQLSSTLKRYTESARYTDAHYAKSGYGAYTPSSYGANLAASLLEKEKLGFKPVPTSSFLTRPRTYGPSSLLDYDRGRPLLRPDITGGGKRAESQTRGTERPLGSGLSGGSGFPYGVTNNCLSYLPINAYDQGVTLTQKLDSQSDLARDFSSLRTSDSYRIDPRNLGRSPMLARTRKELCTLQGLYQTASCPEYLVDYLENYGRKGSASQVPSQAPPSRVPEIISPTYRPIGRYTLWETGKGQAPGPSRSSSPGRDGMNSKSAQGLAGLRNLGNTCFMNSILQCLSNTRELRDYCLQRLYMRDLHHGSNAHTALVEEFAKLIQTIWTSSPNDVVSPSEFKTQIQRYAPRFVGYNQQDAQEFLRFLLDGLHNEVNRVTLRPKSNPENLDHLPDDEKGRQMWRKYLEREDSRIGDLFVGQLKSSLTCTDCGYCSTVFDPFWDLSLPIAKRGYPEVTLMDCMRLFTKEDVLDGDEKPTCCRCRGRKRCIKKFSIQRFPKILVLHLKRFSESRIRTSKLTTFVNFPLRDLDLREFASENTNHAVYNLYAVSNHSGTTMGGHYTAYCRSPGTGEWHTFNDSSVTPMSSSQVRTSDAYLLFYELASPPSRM
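USP2 core (10nM final) preincubated 30min RT with compound in 20mM Tris-HCl pH 8.0, 2mM CaCl2, 2mM beta-mercaptoethanol, 0.05% CHAPS; 25nM Ub-CHOP2 plus 25nM reporter substrate added, fluorescence (Ex485/Em531) read after 60min.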
BCR signal inh: inhibitors of chronic active B-cell receptor signaling; ABC-DLBCL IkBa-CBG/CBR reporter, luminescence ratio, 4 h; Potency, µM (highest dose often 46.1 µM), for the others: top-dose ratio change, negative = lower green/red ratio, most hits filed as inhibitors; 0.05% of 340,000 active; active = well fitted inhibition curve with a large enough effect in the signal ratio, with a control signal flat, not every such curve was filed as active; inconclusive = small, poorly fitted or top-dose-only effect, or effect the other way, or a change in a side signal; the % refers to the signal ratio;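 also: potency is read from the fitted curve at half-maximal effect; plate controls were basal doxycycline-induced cells for no effect and cells given 10 µM MG132 for full effect; MG132 reads +100%, hits lower the ratio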
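TMD8 ABC-DLBCL cells carrying doxycycline-inducible green luciferase fused to IkappaBalpha plus unfused red luciferase were exposed to compounds (up to 46 uM) for 4 hrs at 37C. Activity came from the overlap-corrected green/red luminescence ratio.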
The depositor's hits bear a star; ? = inconclusive; · = no result given; & = joins results of further samples; [ ] = remark or other dose. Unless noted, calls follow the shape of the dose curve; as a rule, active = well fitted curve in the direction sought with a large enough effect; inconclusive = small, poorly fitted or top-dose-only effect, or another doubt; inactive = no such curve, though single readings can be large; an effect the other way counts as inactive or inconclusive. An excerpt; the hit share may differ from the screen's.

SMILES	PKM2 activator	hERG WT inh	Mito fusion yeast	TSHR antag	MBNL1-CUG inh	GALK inhibitor	Eya2 inh	Menin MLL FP TR	S-ASM inh	USP2a inh	BCR signal inh
NC(N)=NS(=O)(=O)c1ccc(NC(=S)NC(=O)c2ccc3c(c2)OCO3)cc1	8%	9	4%	0	330%[activator]	-1%	-10%	?	5%	1%	?
COC(=O)C1=NN(c2ccccc2)C2(S1)SC(C(C)=O)=C(C)N2c1ccccc1 (stereo unspecified)	1%	1	-14%	-12	9%	2%	13%	9%	-8%	4%	6%
Cc1ccc(C(=O)Cn2c(C(=O)O)cc3ccccc32)cc1	-2%[11.5 µM]	2	3%	-13	2%	7%	6%	24%	7%	1%	10%
COc1cccc(NC(=O)Cc2nnc(SCCOc3ccccc3)n2C)c1	-4%	12	-3%	2	-3%	0%	-1%	0%	0%	6%	0%
CCCCCOC(=O)Cn1c(=O)oc2ccc(C)cc21	-3%	0	0%	-3	8%	2%	1%	2%	7%	0%	1%
CON(c1nc(Cl)nc(N(C)C)n1)S(=O)(=O)c1ccccc1Cl	0%	10	0%	-3	-1%	2%	-2%	18%	-5%	-3%	?
Cn1c2c(c(=O)c3ccccc31)CCCC2	-3%[11.5 µM]	0	5%	11	-3%	-2%	12%	-14%	0%	0%	-5%
CCc1nc2ccc(C(=O)NCCc3ccccc3OC)cc2nc1CC	-1%	3	30%	-19	8%	-2%	-5%	?	-3%	3%	0%&9%
CC1(C)SCC2C(=O)N3C(CSC3(C)C)C(=O)N21 (stereo unspecified)	-2%	11	4%	-6	-14%	1%	14%	6%[11.7 µM]	0%	0%	7%
CC(=O)Nc1ccc(NC(=O)c2ccccc2S(=O)(=O)c2ccc([N+](=O)[O-])cc2)cc1	1%	2	1%	-1	?	0%	-5%	10%	0%	3%	3%
CSc1nc(C)c(CCOC(=O)c2cccc(Cl)c2)c(=O)[nH]1	-3%	-9	0%	2	-6%	7%	-5%	·	7%	-1%	1%
Cc1ccc(C)c(SCC(=O)NC2CCS(=O)(=O)C2)c1 (stereo unspecified)	·	-15	0%	5	·	·	2%	·	5%	-1%	1%
Cc1ccc(CSc2nnc(-c3cccs3)n2C)cc1	0%	-28	2%	-3	1%	-1%	-9%	-27%	2%	0%	?
N=c1oc2cc(O)ccc2cc1C(=O)Nc1ccccn1	1%	·	-1%	-9	?	0%	-3%	5%	·	3%	?
NC1=NC(=O)C2(COC(c3ccccc3Cl)OC2)S1 (stereo unspecified)	-4%	-1	-1%	-2	-13%	-2%	-1%	9%	-1%	-1%	-15%
COc1cc(C(=O)NCc2nnc(SCC(=O)c3ccc(Cl)cc3)o2)cc(OC)c1OC	·	7	-1%	-6	4%	-3%	2%	·	-5%	4%	-8%
CC(C)c1ccc(NC(=O)C2CCN(S(=O)(=O)c3ccc4c(c3)NC(=O)CO4)CC2)cc1	·	5	0%	-9	-3%	0%	1%	·	?	-1%	9%
c1ccc(-n2nnnc2OCCOc2nnnn2-c2ccccc2)cc1	8%	5	0%	·	-5%	0%	·	?	0%	·	·
CN(C)CCCN(C(=O)c1ccc2c(c1)OCCO2)c1nc2cc3c(cc2s1)OCO3	0%	28	-4%	-3	-7%	7%	1%	·	3%	0%	?
Cc1cc(SCC(=O)NCC2CCCO2)nc2ccccc12 (stereo unspecified)	-9%	42	-2%	5	4%	-3%	4%	·	2%	7%	-3%
Cc1cccc(C(=O)N[C@H](C(=O)OCc2cc(=O)n3c(n2)sc2ccccc23)C(C)C)c1	2%	2	2%	-15	-8%	1%	0%	0%	-22%	1%	?
O=C(NCc1cccnc1)c1cccc(S(=O)(=O)N2CCCC2)c1	2%	-1	3%	37	-13%	0%	0%	-13%	-1%	0%	10%
COCc1cccc(C(=O)NC(c2ccccc2)c2ccccc2)c1	·	13	3%	-4	-9%	3%	-8%	-14%	6%	3%	6%
COc1ccc(Br)cc1CN(C)C(=O)c1ccccc1OCc1c(C)noc1C	·	-1	21%	-18	·	·	9%	·	-1%	3%	-12%
CCOC(=O)N1CCN(S(=O)(=O)c2ccc(OCC(=O)OC)c(C)c2)CC1	-7%	-19	3%	-14	-4%	4%	-30%	5%	-1%	-2%	2%

(further entries)
SMILES	PKM2 activator	hERG WT inh	Mito fusion yeast	TSHR antag	MBNL1-CUG inh	GALK inhibitor	Eya2 inh	Menin MLL FP TR	S-ASM inh	USP2a inh	BCR signal inh
CCCn1cc(CN2CCC(Cc3ccccc3)(C(=O)OCC)CC2)c(C)n1	-1%	8	-6%	7	-24%	-1%	6%	-10%	3%	-1%	0%
Cc1csc(SCC(=O)N(c2ccccc2)C(C)C)n1	·	-10	11%	22	·	·	16%	·	-2%	3%	3%
O=C(COc1cccc(Br)c1)Nc1ccc(Cl)c(S(=O)(=O)N2CCOCC2)c1	·	0	·	-23	·	·	-2%	·	-13%	-1%	?
Cc1ccc(-c2nnn(CC(=O)N3CCCCC3)n2)cc1	1%	-4	1%	-1	0%	2%	1%	-6%	0%	2%	-4%
CCN(CC)CCCNC(=O)c1cn(C)c2ccc(S(=O)(=O)N(C)C)cc2c1=O	1%	2	4%	-4	-6%	2%	-1%	-4%	-3%	1%	?
Cc1[nH]c(C)c(S(=O)(=O)NCc2ccc(Cl)cc2)c1C(=O)N1CCCC1	·	-2	-3%	5	2%	2%	6%	7%	5%	-1%	3%
Cc1c(Cl)c(C(=O)NNC(=S)NCc2ccco2)nn1C	0%	-1	-1%	-5	20%	-2%	-2%	8%	8%	0%	?
OCCN1CCN(C(c2cccs2)c2ccc3cccnc3c2O)CC1 (stereo unspecified)	17%	·	3%	-16	7%	2%	4%	34%[activator]	·	2%	-21%
Cc1ccc(CN(Cc2ccccc2)C(=S)NCC(=O)NCc2cccnc2)o1	5%	-21	3%	-7	4%	-1%	-15%	1%	-1%	-7%	?
COc1ccccc1CNC(=O)C(Cc1ccccc1)NC(=O)c1ccccc1 (stereo unspecified)	·	17	·	-1	·	·	-24%	·	1%	1%	1%
COc1ccc(NC(=O)CSc2nc(C)cc(C)n2)cc1	-1%	5	2%	-4	-6%	-2%	-3%	·	3%	4%	-25%
O=C(c1ccco1)N1CCN(c2ncnc3scc(-c4ccc(F)cc4)c23)CC1	-10%	-7	17%	-10	?	2%	1%	25%	1%	0%	-22%
CCOC(=O)N1CCC2(CC1)C(C#N)=C(N)Oc1c2c(C)nn1-c1cccc(Cl)c1	11%	-10	-2%	-12	3%	0%	8%	42%[activator]	0%	-5%	?
O=C(O)CCC(NS(=O)(=O)c1ccc(-c2ccccc2)cc1)C(=O)O (stereo unspecified)	3%	-1	4%	1	1%	0%	-1%	-2%	11%	-3%	?
C/C(=N/NC(=O)CNC(=O)c1ccccn1)c1ccccc1	4%	·	12%	2	-4%	0%	-1%	12%	-2%	1%	?
O=C(CCNS(=O)(=O)c1ccc(Cl)cc1)Nc1ccncc1	1%	-5	10%	33	-8%	9%	12%	-2%	-3%	-1%	?

Retrieved by compound from above, four records:
SMILES	PKM2 activator	hERG WT inh	Mito fusion yeast	TSHR antag	MBNL1-CUG inh	GALK inhibitor	Eya2 inh	Menin MLL FP TR	S-ASM inh	USP2a inh	BCR signal inh
OCCN1CCN(C(c2cccs2)c2ccc3cccnc3c2O)CC1 (stereo unspecified)	17%	·	3%	-16	7%	2%	4%	34%[activator]	·	2%	-21%
O=C(c1ccco1)N1CCN(c2ncnc3scc(-c4ccc(F)cc4)c23)CC1	-10%	-7	17%	-10	?	2%	1%	25%	1%	0%	-22%
COCc1cccc(C(=O)NC(c2ccccc2)c2ccccc2)c1	·	13	3%	-4	-9%	3%	-8%	-14%	6%	3%	6%
CCN(CC)CCCNC(=O)c1cn(C)c2ccc(S(=O)(=O)N(C)C)cc2c1=O	1%	2	4%	-4	-6%	2%	-1%	-4%	-3%	1%	?
